High-throughput results (PubChem)
FXIIa inh 1536 – inhibitors of human coagulation factor XIIa. AID 800. purified FXIIa, Boc-QGR-AMC fluorogenic substrate, 2 h. P00748. inhibition, % at 5 µM. 0.3% of 220,000 active; in the data active = inhibition above about 40%;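 note: 0% = enzyme with no compound and 100% = blank without enzyme; many of its hits are not listed in these tables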
Furin inh – human furin inhibition. purified furin, fluorogenic substrate cleavage. 0.061% of 220,000 active. AID 463115. inhibition, % at 30 µM. P09958; in the data active = inhibition above about 25%; note: inactives centre near -15
hK5 inh – blocks human kallikrein 5 protease activity; Q9Y337; recombinant hK5, fluorogenic AMC substrate cleavage; inhibition, % at 5 µM; 0.59% of 210,000 active; AID 873;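 active = inhibition of 40% or more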;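 note: 0% = enzyme controls without compound and 100% = no-enzyme blanks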
Target sequence (Q9Y337 67-293 limits assumed): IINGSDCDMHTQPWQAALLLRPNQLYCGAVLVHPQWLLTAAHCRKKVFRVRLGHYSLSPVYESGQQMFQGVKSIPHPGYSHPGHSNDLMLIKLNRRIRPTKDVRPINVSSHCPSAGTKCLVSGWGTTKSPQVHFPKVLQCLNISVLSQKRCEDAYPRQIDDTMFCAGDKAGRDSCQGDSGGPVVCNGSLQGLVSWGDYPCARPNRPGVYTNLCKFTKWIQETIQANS
PERK inhibitor – blocks human PERK kinase | Q9NZJ5 | CHO PERK-DD fusion, SEAP luminescence translation reporter | inhibition, % at 5.6 µM | 0.17% of 220,000 active;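 active = inhibition above the mean inhibition of all tested compounds plus 3 SD, set separately per screening campaign, cut at about 2.9% in these data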;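 note: PERK kinase domain activated by AP20187 dimerizer at 100 nM; 0% = DMSO with dimerizer and 100% = rapamycin at 8.4 µM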
m-calpain inh – calpain II (pig) inhibition. purified calpain II, fluorogenic peptide substrate, 30 min. inhibition, % at 16 µM. 0.37% of 220,000 active;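 active = inhibition above about 50%, limit read from the data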
FXIa inh 1536 – inhibitors of human coagulation factor XIa; P03951; purified FXIa, Boc-Glu-Ala-Arg-AMC fluorogenic substrate; inhibition, % at 5 µM; 0.14% of 220,000 active; AID 798;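 active = inhibition of at least 40%; inactive = inhibition below 40%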;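 note: fluorescence of freed AMC excited at 355 nm; 0% = enzyme without compound and 100% = no enzyme blank; many of its hits are not listed in these tables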
KCC2 mod – modulates chloride dependent transport by human KCC2; Q9H2X9; KCC2 cells, thallium flux FluoZin-2 fluorescence; B-score of Tl+ flux slope (higher = more flux/activation; lower = inhibition) at 10 µM; 2.2% of 190,000 active; AID 1456;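 active = thallium flux slope and its plate-corrected score both differing from the plate sample mean at a set confidence after two filtering rounds, in either direction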;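 note: slope of fluorescence scaled to starting intensity during 10 to 20 s after thallium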
Rad51 HR inh – blocks human Rad51 in homologous recombination; Q06609; hRad51 DNA strand exchange, fluorescence dequenching; inhibition, % at 10 µM; 0.085% of 200,000 active;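 active = inhibition above 40% at the single screening dose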;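 note: 0% = DMSO control wells and 100% = blanks with heterologous ssDNA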
Target sequence (Q06609 whole entry, looked up): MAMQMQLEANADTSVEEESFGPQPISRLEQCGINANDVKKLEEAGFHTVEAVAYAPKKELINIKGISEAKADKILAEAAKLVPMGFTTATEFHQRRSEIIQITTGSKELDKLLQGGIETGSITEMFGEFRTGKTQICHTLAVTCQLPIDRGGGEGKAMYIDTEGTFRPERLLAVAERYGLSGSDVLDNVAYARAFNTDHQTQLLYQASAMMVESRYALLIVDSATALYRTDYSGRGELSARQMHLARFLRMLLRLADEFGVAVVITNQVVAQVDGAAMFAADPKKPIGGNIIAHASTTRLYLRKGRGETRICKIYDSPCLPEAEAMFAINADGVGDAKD
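System: human Rad51 nucleoprotein filaments preassembled on unlabelled ssDNA. Reagent: labelled 47-mer dsDNA for strand exchange. Schedule: 30-min compound preincubation and 15-min exchange, both room temperature. Measured by: FRET fluorescence dequenching, excitation 485 nm, emission 520 nm. Read-out: Fluorescence-based percent inhibition, control- and blank-normalised. Benchmarks: plate controls and plate blanks.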
Thrombin inh – inhibitors of human thrombin. P00734. alpha-thrombin, Boc-VPR-AMC fluorogenic substrate cleavage. inhibition, % at 5 µM. 0.26% of 220,000 active. AID 1046;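 active = inhibition at or above 40%; inactive = inhibition below 40%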;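 note: 0% = enzyme with no compound and 100% = wells without enzyme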
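System – human alpha-thrombin · Medium – pH 7.5 Tris (50 mM) with NaCl 150 mM, Tween 20 0.05% · Compound – single-point dosing at 5 µM, 0.2% DMSO · Incubation – enzyme reaction carried out at room temperature · Technique – fluorescence of released AMC, ex 355 nm, em 460 nm · Read-out basis – % inhibition of thrombin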
Active calls of the source: *; i = inactive; . = not tested or not shown; [ ] = dose if it differs, or a comment. Only part of the results is shown; count on the stated rates, not on these rows.

SMILES,FXIIa inh 1536,Furin inh,hK5 inh,PERK inhibitor,m-calpain inh,FXIa inh 1536,KCC2 mod,Rad51 HR inh,Thrombin inh
C/C(=N\Nc1ccc(C(F)(F)F)cn1)c1ccc(S(=O)(=O)NCc2ccco2)cc1,2,-1,-4,0.6,24,1,1.6,8,-2
CC(C)Oc1ccc(C(=O)/C(=C\c2cccs2)c2nc3ccccc3o2)cc1,1,-6,-9,-0.7,16,0,0.58,.,-3
CCOC(=O)C1CCCn2c1nc1sc3c(c1c2=O)CCCC3 (stereo unspecified),1,-20[20 µM],-1,0.1,3,4,-0.0042,2,-7
Cc1ccc(-c2c(C#N)c(N)n(-c3ccc(C)cc3)c(=O)c2C#N)cc1,16,-7[20 µM],-4,-0.3,-127,3,-1,-2,1
COc1ccc(CCN2C(=O)C3C4CC(C5C(C(N)=O)=NOC45)C3C2=O)cc1OC (stereo unspecified),12,-23[20 µM],-6,-0.1,-58,-2,0.062,12,2
CC(NCc1ccc(F)cc1)C(=O)Nc1cc(S(=O)(=O)N2CCCCC2)ccc1Cl (stereo unspecified),6,-16,5,0.4,23,-1,-4.7*,3,0
CCN(CC)C(=O)c1sc(NC(=O)Cc2cccs2)c(C#N)c1C,6,-27,-11,-0.7,7,-7,.,-4,-8
COc1ccccc1N(CC(=O)NCC1CCCO1)C(=O)CNS(=O)(=O)c1ccccc1 (stereo unspecified),11,-22,0,0.4,-23,2,1.2,-7,-2
COc1ccc2cc(C(=O)C3CCCN(C(=O)CCc4ccccn4)C3)ccc2c1 (stereo unspecified),5,-40,-2,-0.8,i,-4,-2.1,.,-8
COc1ccc(C(=O)/C(=C\c2ccco2)N2C=CC=CC2=C(C#N)C#N)cc1,7,-11[20 µM],-11,0.0,-82,6,.,1,8
COc1ccc(NC(=O)C(c2ccc(OC)cc2)N(C)C(=O)c2cnccn2)cc1 (stereo unspecified),-10,-27,-13,-0.2,-38,1,-0.28,2,-2
CC(=O)N/C(=C\c1ccccc1)C(=O)NCc1ccc2c(c1)OCO2,7,-18,-5,0.2,-6,-1,-0.077,14,2
O=S(=O)(N1CCOCC1)N1CCCN(S(=O)(=O)N2CCOCC2)CC1,11,-28,-5,1.3,14,2,.,-4,-1
Cc1nc2ccc(S(=O)(=O)NC(C(=O)NCc3cccs3)C(C)C)cc2s1 (stereo unspecified),7,-29,-8,0.5,-8,-3,0.22,-6,-1
COc1ccc(NC(C)=O)c2nc(C)c(C)nc12,-4,-19,4,0.2,-4,-7,1.5,0,-6
Cc1ccc(-n2nc(C)cc2Nc2ncc(Cl)cc2Cl)cc1,6,6,-9,0.4,27,-6,0.0034,-5,-11
Cc1c(C(=O)O)c2cc(O)ccc2n1-c1ccccc1,-2,-4,-13,-0.1,14,-9,0.62,8,-5
CN(C)c1ccc(/C=C/c2cc[n+]([O-])cc2)cc1,12,3,2,1.3,-17,4,i,11,8
Cc1ccc(NC(=O)c2ccc(-c3nn(C)c(=O)c4ccccc34)cc2)cc1,16,-16[20 µM],4,-0.8,-18,-5,0.49,3,-4
COc1cccc(NC(=S)Nc2ccc(O)cc2)c1,9,-30,5,1.0,-14,4,0.007,.,4

Copied from the results shown, four compounds:
SMILES,FXIIa inh 1536,Furin inh,hK5 inh,PERK inhibitor,m-calpain inh,FXIa inh 1536,KCC2 mod,Rad51 HR inh,Thrombin inh
Cc1nc2ccc(S(=O)(=O)NC(C(=O)NCc3cccs3)C(C)C)cc2s1 (stereo unspecified),7,-29,-8,0.5,-8,-3,0.22,-6,-1
COc1ccc(NC(C)=O)c2nc(C)c(C)nc12,-4,-19,4,0.2,-4,-7,1.5,0,-6
Cc1ccc(-n2nc(C)cc2Nc2ncc(Cl)cc2Cl)cc1,6,6,-9,0.4,27,-6,0.0034,-5,-11
Cc1c(C(=O)O)c2cc(O)ccc2n1-c1ccccc1,-2,-4,-13,-0.1,14,-9,0.62,8,-5

(next part)
SMILES,FXIIa inh 1536,Furin inh,hK5 inh,PERK inhibitor,m-calpain inh,FXIa inh 1536,KCC2 mod,Rad51 HR inh,Thrombin inh
Cc1nn(C)cc1CNC(=O)CCC(=O)O,4,-29,-20,-0.1,-24,-5,0.29,-5,-9
O=C(N/N=C/c1ccc(OC(F)F)cc1)C1=COCCO1,-1,-25,-5,0.8,-10,-1,0.19,-11,-12
O=C(COC(=O)c1ccc(S(=O)(=O)N2CCCC2)cc1)NCc1ccc(Cl)cc1,11,-15[20 µM],2,1.6,-4,5,.,8,-2
N#CCC1c2ccccc2CCN1C(=O)Nc1cccc(C(F)(F)F)c1 (stereo unspecified),1,6[20 µM],-2,-0.8,-174,-12,-1.4,.,-7
CC(=O)c1ccc(NC(=O)N2CCN(c3ccc(C)cc3)C(C)C2)cc1 (stereo unspecified),11,-20,.,-0.1,22,2,.,.,1
Cc1nc2c(oc3ccc(Cl)cc32)c(=O)[nH]1,0,-19,-1,0.6,17,0,-1.4,14,-5
Cc1ccc(C(=O)/C=C2\NCCNC2=O)cc1,23,-7[20 µM],-2,0.4,33,11,-0.026,-2,2
O=C1NC2(CCC3(CC2)OCCO3)NN1c1ccc(Cl)cc1,6,-20,1,0.7,-23,-2,0.37,-1,-6
CCCCNC(=S)N/N=C/c1cccc(OCC)c1O,3,-26,-13,1.8,-17,-9,0.27,5,-4
CCc1ccccc1NC(=O)c1cnc2n(c1=O)CCS2,4,-25,-1,0.7,-16,-1,0.39,7,-6
CC(C)NC(=O)CSc1nc(N)c(-c2ccccc2)c(=O)[nH]1,8,-7,2,0.1,12,0,0.74,11,1
O=C(CNS(=O)(=O)c1ccc2ccccc2c1)OCc1csc(-c2ccccc2)n1,4,-14,-9,0.8,28,13,-0.94,17,-5
Cc1nnc(SCC(=O)NC2CCCc3ccccc32)n1-c1ccccc1 (stereo unspecified),-4,-14,-11,-1.1,14,-9,0.96,.,-5
S=c1[nH]nc(-c2ccncc2)n1Cc1ccccc1,17,-11,7,1.8,-7,5,.,-3,2
CCc1ccc(Nc2nnc(SCC(=O)NCCN3C(=O)CSC3=O)s2)cc1,11,-18,-21,0.7,-5,7,-3.7*,1,-4
CCCN(CCC)Cc1c(C(=O)OCC)nnn1-c1nonc1N,8,-14,-4,1.0,10,-5,.,.,-1
O=C(CCC1CC(=O)Nc2ccccc21)NCc1ccccc1 (stereo unspecified),15,-11[20 µM],28,0.4,8,31,0.85,7,12
S=c1nccc(-c2ccc3c(c2)CCO3)[nH]1,4,-5,-3,-0.4,-5,-2,4.6*,12,-3
N=c1sccn1CC(=O)NCCc1ccc(Cl)cc1,-19,-10,-5,0.6,11,-10,.,-12,2
Fc1ccc(OCCOCCNCC2CCCO2)cc1 (stereo unspecified),11,-14[20 µM],-25,0.4,-9,7,0.023,-8,2

The list continues.
SMILES,FXIIa inh 1536,Furin inh,hK5 inh,PERK inhibitor,m-calpain inh,FXIa inh 1536,KCC2 mod,Rad51 HR inh,Thrombin inh
COc1cc(OC)cc(C(=O)Nc2ccc3c(c2)COC3=O)c1,12,-20[20 µM],7,0.6,60*,-9,0.58,-6,3
NC(=S)N/N=C/c1ccc(-c2cc(Cl)ccc2Cl)o1,-13,-17[20 µM],-17,0.0,-47,6,1.1,4,-3
O=C(O)c1ccc(CSc2nnc(-c3ccccc3)n2-c2ccccc2)cc1,-4,-8,-2,0.1,24,-6,-0.95,10,-8
CC(OC(=O)CCN1C(=O)c2cccc([N+](=O)[O-])c2C1=O)C(=O)Nc1cc(Cl)cc(Cl)c1 (stereo unspecified),0,-6,-21,0.7,2,-1,-0.38,0,-8
O=C(O)CCC(=O)NNC(=O)CCCOc1ccc(Cl)cc1Cl,12,-23[20 µM],-2,1.0,-41,4,0.043,2,-1
CC(C)C(=O)Nc1cc2c(cc1C(=O)c1ccccc1)OCCO2,19,-15,1,0.2,9,1,0.62,-3,0
CC(C)S(=O)(=O)c1csc(NC(=O)Nc2ccc(Cl)cc2)c1,9,-12,-5,0.7,-6,-6,0.47,-6,2
COc1ccc(C(=O)N2CCCC2)cc1S(=O)(=O)N1CCOCC1,10,-14[20 µM],-11,1.2,-2,1,0.016,-6,-7
O=C(COc1ccc(Cl)cc1Cl)N/N=C1\CCCc2ccccc21,-6,-17[20 µM],10,0.5,35,-7,-1.6,2,0
O=C(CN1C(=O)CSC1=O)c1ccccc1,10,-7,-16,0.3,-15,-16,-0.33,-3,0
CCOc1ccc(N(Cc2ccccc2F)C2=NC3CS(=O)(=O)CC3S2)cc1 (stereo unspecified),21,-3,45*,-1.0,6,29,-0.46,-17,9
CCOC(=O)c1[nH]c2ccc(Br)cc2c1NC(=O)CCN1CCN(C(=O)OCC)CC1,21,-11,10,-1.5,6,11,.,-7,9
COc1ccc(Cl)cc1C(=O)NNC(=S)NC(=O)c1cc(-c2ccccc2)nc2ccccc12,18,3[20 µM],-246,0.3,-50,8,4.8*,.,3
CCN(CC)c1ccc(/C=N/NC(=O)c2ccco2)cc1,18,1,-15,0.2,11,5,-0.13,2,1
COc1ccc(-c2cc(C(=O)NCc3cn(C)nc3C)c3ccccc3n2)cc1OC,14,-14,-9,-0.8,52*,8,-0.9,-17,-1
CCCS(=O)(=O)N1CCCC(C(=O)NCCCN(C)Cc2ccccc2)C1 (stereo unspecified),-3,-19,-8,0.6,.,-8,-0.33,-7,4
COC(=O)C1=C(C)Nc2ncnn2C1c1ccco1 (stereo unspecified),3,-24[20 µM],-1,1.0,-33,-8,.,-2,-6
CCOC(=O)c1oc2ccccc2c1NC(=O)c1ccc(S(=O)(=O)N(C)C)cc1,4,-8,8,0.0,-169,-5,-0.0092,-4,-7
CCC(=O)/C=C1/Sc2ccc(OC)cc2N1CC,15,6[20 µM],-15,0.3,5,2,0.88,4,6
CCC(=O)Nc1nnc(C)s1,15,-20[20 µM],-5,2.0,10,12,-0.034,-11,2

Next part:
SMILES,FXIIa inh 1536,Furin inh,hK5 inh,PERK inhibitor,m-calpain inh,FXIa inh 1536,KCC2 mod,Rad51 HR inh,Thrombin inh
CCCC(c1nnnn1Cc1ccco1)N1CCN(C(=O)c2ccco2)CC1 (stereo unspecified),-2,-4,-1,0.3,18,-9,.,2,-8
COc1ccccc1C(=O)C1CCCN(C(=O)c2ccccn2)C1 (stereo unspecified),5,-28,.,1.5,-24,-2,.,.,-3
Cc1ccc(C(C(=O)NC2CCCC2)N(Cc2cccs2)C(=O)CNC(=O)c2cccs2)o1 (stereo unspecified),-1,-18,12,-0.7,13,-6,.,-5,-3
CN(C)c1ccc(C(=O)OCC(=O)NCC2CCCO2)cc1 (stereo unspecified),16,2[20 µM],-8,-0.8,-15,17,0.83,6,-6
O=C(CSc1ncnc2nc[nH]c12)c1ccccc1,8,-16[20 µM],-13,0.1,-7,-5,0.56,11,-6
O=C(Nc1ccc(N2CCN(C(=O)c3cccs3)CC2)cc1)c1cccnc1Cl,-2,-11,-4,-0.3,0,-7,-0.14,3,-1
COCCn1c(C)cc(C(=O)COC(=O)c2cccc(O)c2)c1C,3,-34,0,0.3,-9,0,-0.46,.,-1
CC(C)c1ccccc1OCCNC(=O)c1cncc(Br)c1,7,-19,2,0.4,7,0,-0.081,1,-8
CCN(CC)S(=O)(=O)c1ccc(-c2csc(C)n2)cc1,9,-29,.,1.6,-13,6,.,0,-2
COc1ccc(N2CCN(C(=O)CCN3C(=O)C4C5C=CC(C5)C4C3=O)CC2)cc1 (stereo unspecified),6,-18,.,-0.6,27,-2,-0.22,.,-4
